Screens: PubChem BioAssay, several laboratories
M4 antag: antagonists of human muscarinic M4 receptor (CHRM4); inhibition, % at 3 µM; CHO-hM4 cells, ACh EC80, Fluo-8 calcium fluorescence; 0.73% of 360,000 active;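 active means inhibition above its plate's cutoff, the mean inhibition of sample wells plus 3 SD, cut at about 27% in these data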;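 further: 0% = acetylcholine EC80 with DMSO and 100% = DMSO without agonist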
Target sequence (P08173 whole entry, looked up): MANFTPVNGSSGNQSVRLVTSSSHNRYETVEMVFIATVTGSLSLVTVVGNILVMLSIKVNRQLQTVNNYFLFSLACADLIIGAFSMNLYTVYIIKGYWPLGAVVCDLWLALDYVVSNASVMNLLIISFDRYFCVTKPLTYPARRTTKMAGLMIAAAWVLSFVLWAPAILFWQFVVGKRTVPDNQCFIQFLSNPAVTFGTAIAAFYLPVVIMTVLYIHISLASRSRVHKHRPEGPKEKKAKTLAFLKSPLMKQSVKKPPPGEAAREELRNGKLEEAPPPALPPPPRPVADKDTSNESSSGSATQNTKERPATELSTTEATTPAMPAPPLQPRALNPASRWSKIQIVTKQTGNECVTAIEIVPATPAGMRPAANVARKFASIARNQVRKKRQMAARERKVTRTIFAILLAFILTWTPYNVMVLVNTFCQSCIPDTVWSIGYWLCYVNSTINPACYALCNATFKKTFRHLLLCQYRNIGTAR
CRFR2-BP antag: blocks CRF-induced signaling of the CRF-BP/CRF-R2 complex | HEK293 CRF-R2/CRF-BP, CRF-induced calcium fluorescence | inhibition, % at 11.8 µM | 0.59% of 350,000 active | AID 588475;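 active means inhibition of the ligand-induced calcium signal above about 50% at the single tested concentration, limit read from the data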
CHRM5 PAM: potentiates acetylcholine response at human M5 receptor; P08912; activation, % at 3 µM; CHO-K1 hM5, Fluo-8 calcium, ACh EC20 PAM; 0% = ACh EC20, 100% = ACh EC100; 0.3% of 360,000 active;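 active means activation above the run cutoff, the mean activation of all test compounds plus 3 SD, cut at about 18% in these data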
Target sequence (P08912 whole entry, looked up): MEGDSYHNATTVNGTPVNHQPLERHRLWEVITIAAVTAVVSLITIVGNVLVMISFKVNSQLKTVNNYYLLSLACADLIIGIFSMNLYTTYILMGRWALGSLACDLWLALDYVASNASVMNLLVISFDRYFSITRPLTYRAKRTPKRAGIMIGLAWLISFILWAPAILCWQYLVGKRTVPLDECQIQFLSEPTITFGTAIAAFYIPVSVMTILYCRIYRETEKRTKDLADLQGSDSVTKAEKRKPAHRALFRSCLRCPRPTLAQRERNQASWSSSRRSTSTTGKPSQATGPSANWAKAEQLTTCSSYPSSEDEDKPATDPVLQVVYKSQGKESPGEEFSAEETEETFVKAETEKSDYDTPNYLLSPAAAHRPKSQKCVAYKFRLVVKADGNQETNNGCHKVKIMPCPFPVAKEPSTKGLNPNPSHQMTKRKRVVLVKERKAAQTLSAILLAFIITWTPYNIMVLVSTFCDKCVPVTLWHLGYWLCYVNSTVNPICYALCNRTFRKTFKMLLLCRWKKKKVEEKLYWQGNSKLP
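System: CHO-K1 hM5 cells. Reagent: acetylcholine, EC20 level. Compound dosing: single dose, 3 µM nominal final test concentration. Timing: Post-acetylcholine fluorescence recording 140 s. Detection: Fluo-8 calcium fluorescence. Read-out: % activation, ACh-normalized. Benchmarks: ACh EC20 and EC100 wells. Repeats: singlicate, one well per test compound.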
M4 PAM: positive allosteric modulators of human muscarinic M4 receptor; CHO-K1 hM4/Gqi5, Fluo-8 calcium fluorescence, ACh EC20; 0% = ACh EC20, 100% = maximal ACh; P08173; AID 624126; activation, % at 3 µM; 0.4% of 360,000 active;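 active means activation above its plate's cutoff, the mean activation of sample wells plus 3 SD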; further: some results filed as inactive read as strong as hits
IDE inh: inhibits human insulin-degrading enzyme in HEK cells | P14735 | FAbetaB cleavage, fluorescence polarization | inhibition, % at 5.59 µM | 0.41% of 320,000 active;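 active means percent inhibition above the average of all tested compounds plus 3 SD, set per screening campaign, cut at about 16% in these data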;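 further: IDE supplied by intact live HEK cells; FP after avidin binding of uncleaved biotin substrate so inhibition keeps polarization high; 0% = DMSO wells and 100% = 60 µM reference IDE inhibitor Ii1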
M5 ag: agonists of human muscarinic M5 receptor (CHRM5). P08912. CHO-K1 hM5 cells, Fluo-8 calcium fluorescence; 0% DMSO wells, 100% maximal acetylcholine response. activation, % at 3 µM. 0.19% of 360,000 active. AID 624037;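 active means activation above the run's mean over test compounds plus 3 SD, cut at about 23% in these data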;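 further: signal is peak over basal fluorescence ratio across the kinetic read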
CRFBP-R2 agonist: CRF-BP/CRF-R2 complex agonism; 0.46% of 350,000 active; HEK293 CRF-R2/CRF-BP, calcium dye fluorescence (FLIPR); percent of saturating CRF peptide response; activation, % at 13.2 µM;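 active means activation of at least 50%, plus an integration ratio under a set limit after plate pattern correction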;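 further: plate controls were neutral control wells without compound for no effect and CRF at EC100 for full effect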
CHRM5 antagonist: antagonists of human muscarinic M5 receptor (CHRM5). 0.59% of 360,000 active. inhibition, % at 3 µM. CHO-hM5 cells, Fluo-8 calcium fluorescence, ACh EC80. AID 624040;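 active means inhibition above a per-plate cutoff, the mean of that plate's test compounds plus 3 SD, cut at about 27% in these data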;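 further: 0% = acetylcholine EC80 with DMSO and 100% = DMSO without agonist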
M4 ag: CHRM4 agonism in calcium assay; 0.14% of 360,000 active; AID 624127; CHO-K1 hM4/Gqi5, Fluo-8 calcium fluorescence; vehicle 0%, full acetylcholine response 100%; P08173; activation, % at 3 µM;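 active means activation above the run mean over all test wells plus 3 SD, cut at about 32% in these data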;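 further: peak over basal fluorescence ratio per well then scaled between controls; 0% = DMSO wells and 100% = acetylcholine at EC100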
The depositor's hits bear a star.

Results for Cc1nc(SCC(=O)NCC2CCCO2)c2c3c(sc2n1)CCC3 (stereo unspecified) ?
M4 antag: -2; CRFR2-BP antag: -9; CHRM5 PAM: 2; M4 PAM: 6; M5 ag: -3; CRFBP-R2 agonist: 0.2; CHRM5 antagonist: 4; M4 ag: 2

Results for C[C@]12c3[nH]c4ccc(Cl)cc4c3CCN1C(=O)[C@@H](CC(=O)NCc1ccco1)C[C@@H]2C(=O)N1CCCCC1 ?
M4 antag: -9; CRFR2-BP antag: 13; CHRM5 PAM: -5; M4 PAM: -4; M5 ag: 6; CRFBP-R2 agonist: -0.8; CHRM5 antagonist: -1; M4 ag: 2

What do the screens show for `N#Cc1c(N)[nH]c2ccc(Sc3ccccc3)cc12`?
M4 antag: -12; CRFR2-BP antag: 35; CHRM5 PAM: -6; M4 PAM: 5; M5 ag: 5; CRFBP-R2 agonist: 1.0; CHRM5 antagonist: 2; M4 ag: 15

What do the screens show for `CCCOc1ccc(C2C(C#N)=C(N)Oc3nc[nH]c(=O)c32)cc1OC` (stereo unspecified)?
M4 antag: -12; CRFR2-BP antag: 13; CHRM5 PAM: -3; M4 PAM: 2; IDE inh: 5; M5 ag: 0; CRFBP-R2 agonist: 5.7; CHRM5 antagonist: -5; M4 ag: 1

What do the screens show for `CC(CNC(=O)c1cc(COc2c(F)cccc2F)on1)c1ccccc1` (stereo unspecified)?
M4 antag: 0; CRFR2-BP antag: 7; CHRM5 PAM: -3; M4 PAM: 8; IDE inh: -3; M5 ag: -5; CRFBP-R2 agonist: -1.3; CHRM5 antagonist: 0; M4 ag: 2

How did Nc1c(-c2ccccc2)cnn1C1CCS(=O)(=O)C1 (stereo unspecified) do in these assays?
M4 antag: 7; CRFR2-BP antag: -8; CHRM5 PAM: 0; M4 PAM: 9; IDE inh: 3; M5 ag: 2; CRFBP-R2 agonist: 0.4; CHRM5 antagonist: -7; M4 ag: 1

Results for Cc1nccc(-c2cccc(NC(=O)Nc3ccc(Cl)cc3)c2)n1 ?
M4 antag: 9; CRFR2-BP antag: 12; CHRM5 PAM: -30; M4 PAM: -37; IDE inh: 4; M5 ag: 8; CRFBP-R2 agonist: 4.8; CHRM5 antagonist: 28*; M4 ag: 20

What do the screens show for `COc1ccccc1/C=N/Nc1cc(C)nc(N2CCOCC2)n1`?
M4 antag: -5; CRFR2-BP antag: 5; CHRM5 PAM: 2; M4 PAM: 4; IDE inh: 0; M5 ag: 1; CRFBP-R2 agonist: -1.3; CHRM5 antagonist: -1; M4 ag: 1

How did COc1ccc(N(C(=O)C2CSC(=O)C2)C(C(=O)NC(C)(C)C)c2ccncc2)cc1 (stereo unspecified) do in these assays?
M4 antag: 4; CRFR2-BP antag: -4; CHRM5 PAM: 5; M4 PAM: 1; IDE inh: 0; M5 ag: 2; CRFBP-R2 agonist: -0.8; CHRM5 antagonist: 1; M4 ag: 0

Results for Cc1ccc(C(c2c(C)[nH][nH]c2=O)c2c(C)[nH][nH]c2=O)cc1[N+](=O)[O-] ?
M4 antag: 6; CRFR2-BP antag: -26; CHRM5 PAM: -1; M4 PAM: -1; IDE inh: 6; M5 ag: -1; CRFBP-R2 agonist: 2.2; CHRM5 antagonist: 2; M4 ag: 0

Next part, starting with the last three of the part before.
What do the screens show for `COc1ccccc1/C=N/Nc1cc(C)nc(N2CCOCC2)n1`?
M4 antag: -5; CRFR2-BP antag: 5; CHRM5 PAM: 2; M4 PAM: 4; IDE inh: 0; M5 ag: 1; CRFBP-R2 agonist: -1.3; CHRM5 antagonist: -1; M4 ag: 1

How did COc1ccc(N(C(=O)C2CSC(=O)C2)C(C(=O)NC(C)(C)C)c2ccncc2)cc1 (stereo unspecified) do in these assays?
M4 antag: 4; CRFR2-BP antag: -4; CHRM5 PAM: 5; M4 PAM: 1; IDE inh: 0; M5 ag: 2; CRFBP-R2 agonist: -0.8; CHRM5 antagonist: 1; M4 ag: 0

Results for Cc1ccc(C(c2c(C)[nH][nH]c2=O)c2c(C)[nH][nH]c2=O)cc1[N+](=O)[O-] ?
M4 antag: 6; CRFR2-BP antag: -26; CHRM5 PAM: -1; M4 PAM: -1; IDE inh: 6; M5 ag: -1; CRFBP-R2 agonist: 2.2; CHRM5 antagonist: 2; M4 ag: 0

What do the screens show for `O=C(O)c1cccc(Nc2ccnc(Nc3cccc(C(=O)O)c3)n2)c1`?
M4 antag: 11; CRFR2-BP antag: 18; CHRM5 PAM: 2; M4 PAM: -3; IDE inh: -1; M5 ag: 0; CRFBP-R2 agonist: -0.8; CHRM5 antagonist: 0; M4 ag: 1

Results for CN(C)S(=O)(=O)c1cccc(NC(=O)C2CCN(S(=O)(=O)c3cccs3)CC2)c1 ?
M4 antag: -3; CRFR2-BP antag: -22; CHRM5 PAM: -5; M4 PAM: -3; IDE inh: 5; M5 ag: 4; CRFBP-R2 agonist: 36; CHRM5 antagonist: -4; M4 ag: 12

How did CCN1/C(=C/c2cccc[n+]2C)Sc2ccc(OC)cc21 do in these assays?
M4 antag: 1; CRFR2-BP antag: -30; CHRM5 PAM: -5; M4 PAM: -3; IDE inh: 11; M5 ag: -1; CRFBP-R2 agonist: 5.0; CHRM5 antagonist: 5; M4 ag: 0

Results for O=C(CN1C(=O)COc2ccccc21)NCCCN1CCN(c2ccccc2F)CC1 ?
M4 antag: 4; CRFR2-BP antag: 8; CHRM5 PAM: 15; M4 PAM: 6; IDE inh: 0; M5 ag: -3; CRFBP-R2 agonist: -1.2; CHRM5 antagonist: 6; M4 ag: 1

What do the screens show for `CCOC(=O)c1c(N)c(C#N)c2n1CCCC2`?
M4 antag: 4; CRFR2-BP antag: -9; CHRM5 PAM: 2; M4 PAM: 5; IDE inh: -1; M5 ag: -6; CRFBP-R2 agonist: -1.0; CHRM5 antagonist: -1; M4 ag: 0

How did COc1cccc(CN(C)Cc2c(O)ccc3ccccc23)c1 do in these assays?
M4 antag: -4; CRFR2-BP antag: 2; CHRM5 PAM: 2; M4 PAM: 1; IDE inh: 5; M5 ag: -4; CRFBP-R2 agonist: 0.8; CHRM5 antagonist: 8; M4 ag: 1

How did O=C(COC(=O)c1cc(Cl)ccc1[N+](=O)[O-])NC1CC1 do in these assays?
M4 antag: 2; CRFR2-BP antag: -11; CHRM5 PAM: 6; M4 PAM: -4; IDE inh: -3; M5 ag: 0; CRFBP-R2 agonist: 0.0; CHRM5 antagonist: -1; M4 ag: 1

Results for c1ccc(-c2csc(=Nc3cccnc3)n2CC2CCCO2)cc1 (stereo unspecified) ?
M4 antag: -1; CRFR2-BP antag: 42; CHRM5 PAM: -6; M4 PAM: -4; IDE inh: 1; M5 ag: -2; CRFBP-R2 agonist: -3.1; CHRM5 antagonist: -1; M4 ag: 3

Results for C=CCSC1=N/C(=C\c2ccsc2)C(=O)S1 ?
M4 antag: -1; CRFR2-BP antag: 11; CHRM5 PAM: -3; M4 PAM: -6; IDE inh: -5; M5 ag: 2; CRFBP-R2 agonist: -0.3; CHRM5 antagonist: 0; M4 ag: -1

What do the screens show for `CC(=O)Nc1ccc(C(=O)OCc2ccc(Br)cc2)cc1`?
M4 antag: 2; CRFR2-BP antag: 6; CHRM5 PAM: 5; M4 PAM: 1; IDE inh: -2; M5 ag: -1; CRFBP-R2 agonist: -2.2; CHRM5 antagonist: 1; M4 ag: 4

How did Cc1cc(NS(=O)(=O)c2ccc(NC(=S)NC(=O)/C=C/c3ccccc3)cc2)no1 do in these assays?
M4 antag: 17; CRFR2-BP antag: -1; CHRM5 PAM: -2; M4 PAM: -10; IDE inh: -2; M5 ag: -4; CRFBP-R2 agonist: -1.3; CHRM5 antagonist: 14; M4 ag: 1

Results for COc1cccc2[nH]c3c(Cl)ncnc3c12 ?
M4 antag: -6; CRFR2-BP antag: -12; CHRM5 PAM: 1; M4 PAM: 3; IDE inh: -1; M5 ag: -1; CRFBP-R2 agonist: 26; CHRM5 antagonist: -6; M4 ag: 1

What do the screens show for `COCCNC(=O)C1(C)CCCN(Cc2ccc(OC)cc2)C1` (stereo unspecified)?
M4 antag: 0; CHRM5 PAM: 2; M4 PAM: 2; M5 ag: 1; CHRM5 antagonist: -8; M4 ag: 1

How did CN(C)S(=O)(=O)c1cccc(NC(=O)CCc2nc3cc(S(=O)(=O)N4CCOCC4)ccc3n2C)c1 do in these assays?
M4 antag: -19; CRFR2-BP antag: 17; CHRM5 PAM: 6; M4 PAM: 7; IDE inh: -3; M5 ag: -2; CRFBP-R2 agonist: 0.0; CHRM5 antagonist: -3; M4 ag: 1

Results for Cc1cc(C)nc(NS(=O)(=O)c2ccc(NC(=O)C3(c4ccccc4)CCCC3)cc2)n1 ?
M4 antag: 0; CRFR2-BP antag: -12; CHRM5 PAM: -2; M4 PAM: -5; IDE inh: -3; M5 ag: 0; CRFBP-R2 agonist: 0.6; CHRM5 antagonist: 8; M4 ag: 1

What do the screens show for `CC1=C(C(=O)N2CCCCCC2)CC(CC(=O)NC2CCCC2)C(=O)N1Cc1ccccc1` (stereo unspecified)?
M4 antag: 0; CHRM5 PAM: 6; M4 PAM: 3; M5 ag: 1; CHRM5 antagonist: -7; M4 ag: 1

What do the screens show for `CC(NC(=O)Nc1cccc([N+](=O)[O-])c1)(C(F)(F)F)C(F)(F)F`?
M4 antag: -6; CRFR2-BP antag: 13; CHRM5 PAM: 0; M4 PAM: 9; IDE inh: 0; M5 ag: 8; CRFBP-R2 agonist: 45; CHRM5 antagonist: 5; M4 ag: 14

How did NC(=S)NC1CCS(=O)(=O)C1 (stereo unspecified) do in these assays?
M4 antag: -15; CRFR2-BP antag: 12; CHRM5 PAM: 16; M4 PAM: 12; IDE inh: 0; M5 ag: 2; CRFBP-R2 agonist: 0.6; CHRM5 antagonist: -17; M4 ag: 0

What do the screens show for `Cc1cc(NCCCn2ccnc2)n2nc(C)c(-c3ccccc3)c2n1`?
M4 antag: 3; CRFR2-BP antag: -10; CHRM5 PAM: 2; M4 PAM: 1; IDE inh: 1; M5 ag: 0; CRFBP-R2 agonist: -6.0; CHRM5 antagonist: -4; M4 ag: -1

How did Cc1ccc(C)c(S(=O)(=O)C(C#N)c2nc3ccccc3nc2N2CCCC2)c1 (stereo unspecified) do in these assays?
M4 antag: -5; CRFR2-BP antag: 9; CHRM5 PAM: -5; M4 PAM: 11; IDE inh: 10; M5 ag: 1; CRFBP-R2 agonist: 0.1; CHRM5 antagonist: -2; M4 ag: 2

What do the screens show for `CC(=O)Nc1nc(NC(=O)/C=C/c2ccccc2)n(-c2ccccc2)n1`?
M4 antag: 7; CRFR2-BP antag: 9; CHRM5 PAM: 4; M4 PAM: 12; IDE inh: 3; M5 ag: 0; CRFBP-R2 agonist: 2.0; CHRM5 antagonist: 2; M4 ag: 2

Results for C=C(Br)CN1[C@@H](Cc2ccccc2)[C@H](O)[C@@]23C=C[C@@H](C[C@@H]2S1(=O)=O)O3 ?
M4 antag: -1; CRFR2-BP antag: 0; CHRM5 PAM: 5; M4 PAM: -1; IDE inh: 6; M5 ag: 4; CRFBP-R2 agonist: -0.7; CHRM5 antagonist: -5; M4 ag: 4
